Screening data as filed in PubChem BioAssay.
EWS-Fli block: EWS/Fli-driven NR0B1 reporter inhibitors, primary screen, A673 cells, NR0B1 luciferase, luminescence, MLPCN library; actives 0.67% (n = 350,000); inhibition, % at 12.6 µM; viability-normalised;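 active = mean inhibition of at least 50% after viability correction, with every replicate also passing that limit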;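 also: firefly luciferase signal divided by Alamar Blue viability fluorescence both relative to DMSO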
FN deposit inh: inhibitors of fibronectin matrix deposition, primary screen, AH1F cells, Alexa488-fibronectin fluorescence, plate reader | AID 743247, 2014 | inhibition, % at 12.6 µM | actives 0.086% (n = 350,000) | AH1F fibroblasts, overnight;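 active = mean inhibition across replicates of 30% or more, regardless of how many single replicates reach that level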;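 also: positive control wells lacked labelled fibronectin entirely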
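Material: AH1F fibroblasts assembling fluorescent fibronectin matrix; amount: 10000 AH1F cells/well; medium: DMEM, 2% serum; reagent: Alexa488-fibronectin, 24 nM final in well; dosing: single compound dose, delivered by pin transfer; incubation: 1 h adhesion, overnight exposure; detection: fluorescence after three HBSS washes, excitation 485 nm, emission 525 nm; measure: fibronectin deposition inhibition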
E-selectin induc: E-selectin induction in HUVECs, primary screen, imaging, HUVEC, immunofluorescence imaging, single point; P16581; normalized: neutral wells 0, TNF-alpha wells 100; activation, % at 7.58 µM; actives 0.37% (n = 260,000); AID 686992, 2013;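 active = mean E-selectin-positive cell signal at least 10% of the positive control, reached in at least 60% of replicates, without over 20% cell loss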;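 also: in these data hits start at about 27%; measured in HUVEC primary endothelial cells; signal is the percent of cells scored E-selectin positive by PE staining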
Target sequence (P16581 whole entry, looked up): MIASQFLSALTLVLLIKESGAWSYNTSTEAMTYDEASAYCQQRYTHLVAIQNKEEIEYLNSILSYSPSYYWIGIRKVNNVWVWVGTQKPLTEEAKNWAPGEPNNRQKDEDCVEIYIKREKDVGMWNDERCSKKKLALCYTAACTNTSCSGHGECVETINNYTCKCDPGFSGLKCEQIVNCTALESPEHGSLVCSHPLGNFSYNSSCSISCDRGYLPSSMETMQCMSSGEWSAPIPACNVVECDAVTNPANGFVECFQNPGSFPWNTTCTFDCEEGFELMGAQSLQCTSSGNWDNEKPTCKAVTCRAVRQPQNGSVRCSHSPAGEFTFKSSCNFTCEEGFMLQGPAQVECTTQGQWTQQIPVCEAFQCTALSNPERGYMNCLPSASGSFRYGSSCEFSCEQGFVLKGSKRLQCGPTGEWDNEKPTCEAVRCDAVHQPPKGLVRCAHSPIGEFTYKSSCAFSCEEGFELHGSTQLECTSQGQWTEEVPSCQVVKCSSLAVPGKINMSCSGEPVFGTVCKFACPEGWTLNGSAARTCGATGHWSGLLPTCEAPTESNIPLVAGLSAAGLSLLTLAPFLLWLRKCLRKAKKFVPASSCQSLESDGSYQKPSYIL
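Assay system: HUVEC primary endothelial cells. Input: 3,000 HUVEC seeded per well. Doses: one compound dose added by pin transfer. Read-out basis: % PE-positive cells. Benchmarks: TNF-alpha high, DMSO low. Detection: immunofluorescence imaging. Buffer or medium: EGM-2, gelatin.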
RAD54 inh: inhibitors of human RAD54 branch migration, primary screen, biochemical, fluorescence, single point; RAD54 Holliday junction branch migration, FAM/BHQ fluorescence; actives 0.14% (n = 360,000); inhibition, % at 10.4 µM; AID 602329, 2012; DNA repair and recombination protein RAD54-like (Homo sapiens), Q92698;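 active = mean normalized replicate activity at least 40 and at least half of replicates scoring 40 or more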;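 also: 0% = median of neutral control wells and 100% = median of positive control wells; inhibitors cause a drop in the FAM fluorescence signal; in these data hits start at about 50%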
Xi reactivation: activators of inactive X chromosome reactivation, primary screen, imaging, XiGFP fibroblasts, GFP high-content imaging, set 2; XiGFP mouse fibroblasts, % GFP-positive cells imaging, 3 d; cells co-treated with 5-aza-dC sensitizer; scaled so ellipticine positive control = 100%; activation, % at 7.58 µM; actives 0.055% (n = 360,000);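 active = mean normalized replicate activation at least 10% and every replicate at or above 10%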;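 also: 0% = median of on-plate neutral control wells and 100% = ellipticine 6 µM median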
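System: XiGFP fibroblasts, SV40-immortalized. Medium: DMEM plus 5-aza-dC sensitizer. Doses: single point. Timing: 3 d treatment, 15 min room-temperature fixation. Control set: ellipticine 6 µM.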
esBAF inh: Bmi1 luciferase reporter increase in mESCs, primary screen, esBAF inhibitor project, mouse ES cells, Bmi1 luciferase knock-in, single point | 24 h; 100% = twice the neutral-well signal | reporter increase, % at 12.5 µM | actives 2% (n = 350,000); in the data active = activation above about 40%;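 also: 0% = median of the plate's neutral control wells and 100% = double that signal; a rise in the Bmi1 reporter signal indicates esBAF inhibition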
RAD52 anneal inh: RAD52 DNA annealing inhibitors, primary screen, biochemical, FRET, single point, set 2 | DNA repair protein RAD52 homolog (Homo sapiens), P43351 | recombinant RAD52 DNA annealing, FRET fluorescence | inhibition, % at 18.7 µM | actives 0.46% (n = 360,000) | AID 651710, 2012;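 active = every replicate showing at least 50% inhibition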
Target sequence (P43351 whole entry, looked up): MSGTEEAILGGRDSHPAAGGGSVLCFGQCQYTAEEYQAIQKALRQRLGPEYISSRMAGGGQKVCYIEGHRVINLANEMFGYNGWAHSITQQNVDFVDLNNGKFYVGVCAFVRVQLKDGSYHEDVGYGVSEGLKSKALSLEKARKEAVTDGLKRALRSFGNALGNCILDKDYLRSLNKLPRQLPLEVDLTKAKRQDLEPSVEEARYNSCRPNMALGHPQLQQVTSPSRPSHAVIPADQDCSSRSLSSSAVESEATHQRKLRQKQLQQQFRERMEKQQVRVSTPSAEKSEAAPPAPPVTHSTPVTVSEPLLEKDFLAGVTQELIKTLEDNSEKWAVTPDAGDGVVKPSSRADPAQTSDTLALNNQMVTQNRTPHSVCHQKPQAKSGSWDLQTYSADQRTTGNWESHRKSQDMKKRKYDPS
S100A4 inh HTS: inhibitors of S100A4-myosin IIA peptide binding, primary screen, biochemical, fluorescence polarization, TAMRA-MyoIIA peptide. Protein S100-A4 (Homo sapiens), P26447. inhibition, % at 10.7 µM. actives 0.14% (n = 360,000). AID 652163, 2013;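 active = mean inhibition of at least 70% across replicates, with every replicate also reaching that level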
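System – human S100A4 monomer protein, biochemical binding assay · Buffer or medium – Calcium-containing HEPES buffer, pH 7.2 · Timing – 5 min between mix addition and reading · Also added – TAMRA-labelled myosin IIA heavy-chain peptide probe, 5 nM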
Starred values were filed as active, the others as inactive; . = not tested or not shown.

smiles	EWS-Fli block	FN deposit inh	E-selectin induc	RAD54 inh	Xi reactivation	esBAF inh	RAD52 anneal inh	S100A4 inh HTS
COCC(=O)Nc1ccc2c(c1)C(=O)N(C)[C@@H]1CC[C@H](CC(=O)OC)O[C@H]1CO2	3	2	0.0	-14	0.2	2	.	.
O=C(O)c1nccnc1C(=O)Nc1ccc(Oc2c(Cl)cccc2Cl)nc1	12	2	0.3	9	0.0	.	-6	0
O=C(c1cccs1)c1sccc1Cc1ccccc1	-36	.	.	-2	0.1	33	-17	28
O=C1NC(c2cccc(Cl)c2)Nc2ccccc21 (stereo unspecified)	50	-25	.	.	0.2	.	-8	-2
Cc1sc(NC(=O)CSc2nc(N)cc(N)n2)c(C#N)c1C	-4	-1	0.0	.	-0.2	12	-13	-1
CCOCCCNC(=O)c1cn(CC)c2ccc(S(=O)(=O)N3CCC(C)CC3)cc2c1=O	9	-14	0.0	-1	0.2	0	-7	-3
COCC(=O)N(C)C[C@H]1Oc2cc(C#C[C@H](C)O)ccc2S(=O)(=O)N([C@H](C)CO)C[C@H]1C	-6	1	0.9	6	-0.5	9	0	4
CCC(=O)Nc1ccc2c(c1)C(=O)N(C)C[C@H](OC)[C@@H](C)CN(CC1CC1)[C@@H](C)CO2	-9	-4	0.2	3	0.3	-2	-3	-5
O=C(Nc1cc2c(cc1Br)OCCO2)c1cccnc1	-21	.	-0.2	-10	0.1	3	3	-4
O=C(O)c1ccccc1C(=O)Nc1ccc(Nc2ccc([N+](=O)[O-])cc2[N+](=O)[O-])cc1	5	-6	-0.1	-19	0.2	0	4	1
COC(=O)c1ccccc1-c1ccc(/C=N/Nc2nc(N3CCCC3)nc(N3CCCC3)n2)o1	4	-5	0.4	-10	0.0	-1	-16	-4
CC(=O)Nc1ccc(NC(=O)C(C)OC(=O)c2cccc(S(=O)(=O)N3CCCCC3)c2)cc1 (stereo unspecified)	-3	.	-0.1	23	0.1	.	-10	0
Cc1c(C(=O)N2CCOCC2)c(S(=O)(=O)Nc2ccccc2F)c(C)n1C	-9	3	.	-3	0.3	0	-18	3
Cc1ccc(S(=O)(=O)NCc2ccccc2)cc1C(=O)NC1CCCCC1	2	1	-0.1	2	0.3	.	-14	4
Cc1cccc(OCCn2c(=O)oc3ccc(C)cc32)c1	-69	-18	2.4	1	0.0	22	2	-2
C[C@@H]1CN([C@@H](C)CO)C(=O)c2cc(NC(=O)C3CC3)ccc2O[C@H]1CN(C)S(=O)(=O)c1cccs1	-18	.	-0.1	13	0.3	-3	-4	-22
C[C@@H]1CN([C@H](C)CO)C(=O)c2ccccc2-c2ccccc2CO[C@H]1CN(C)C(=O)C1CC1	2	-10	0.0	18	-0.7	6	5	5
C[C@@H]1CN([C@@H](C)CO)C(=O)Cc2cc(NS(=O)(=O)c3ccccc3)ccc2O[C@H]1CN(C)C(=O)Nc1ccc(C(F)(F)F)cc1	5	.	-0.2	-5	-0.5	-4	-1	7
Cc1cc(NS(=O)(=O)c2ccc(C3CCCCC3)cc2)no1	10	.	.	-4	.	-4	-14	-5
C[C@@H]1CN([C@H](C)CO)C(=O)c2cc(C#CCc3ccccc3)cnc2O[C@@H]1CN(C)C(=O)C1CCC1	3	.	1.6	6	-0.9	7	-15	-12
CCCS(=O)(=O)NC(=O)C1(C)CCN(C(=O)c2cc(C(C)(C)C)nn2C)C1 (stereo unspecified)	-14	2	0.1	-10	0.2	2	-7	-5
CCOc1ccccc1NC(=O)C1CCN(S(C)(=O)=O)CC1	4	0	.	-1	0.0	-12	-5	-12
CC(C)CCOc1ccc(C(=O)NCC(c2cccs2)N2CCOCC2)cc1 (stereo unspecified)	4	-6	0.5	.	0.0	-1	0	-3
CCCNC(=O)N1CC2(C1)[C@@H](c1ccccc1)[C@@H](CO)N2CC1CCOCC1	-3	11	0.6	.	0.1	.	0	8
Cc1nn(Cc2cccc3ccccc23)c(C)c1NC(=O)c1cccnc1	10	.	.	.	0.2	.	-16	-3
COc1ccc(S(=O)(=O)N(C)C[C@@H]2Oc3c(NC(=O)c4nc5ccccc5s4)cccc3C(=O)N([C@@H](C)CO)C[C@@H]2C)cc1	11	15	0.0	-4	0.0	0	-5	13
Cc1noc(C)c1NC(=O)N[C@H]1CC[C@H](CC(=O)N2CCCCC2)O[C@H]1CO	-2	.	-0.5	-4	0.1	4	-6	5
COC(=O)c1cc(Br)cn1S(=O)(=O)c1ccccc1	-3	1	26	-1	0.0	-1	-10	-2
CCCOc1ccc(C(=O)NCC(c2cccs2)N(C)C)cc1 (stereo unspecified)	-9	.	.	3	-0.1	-6	-14	-4
COC(=O)C[C@@H]1CC[C@@H]2[C@H](COc3ccc(NC(=O)Nc4cccc(F)c4)cc3C(=O)N2C)O1	34	-6	59*	5	-0.1	-3	-1	2
CO[C@H]1CC[C@H]2CCOc3ccc(C#N)cc3C(=O)N(C)CCCC(=O)N(C)C[C@H]1O2	2	-12	0.3	4	0.0	-6	-7	30
CN(C)C(=O)c1cccc(-c2ccc3c(c2)[C@@H]2[C@@H](CCN2C(=O)c2ccc4c(c2)OCO4)[C@@H](CO)N3)c1	3	12	-0.3	7	0.0	7	.	.
CCC1CCc2sc(C(=O)N3CCN(c4ccccn4)CC3)cc2C1 (stereo unspecified)	.	4	-0.2	4	-0.1	3	-15	-9
O=C(Nc1cccc(Cl)c1)c1cncn1-c1ccc(F)cc1	5	11	-0.1	1	0.2	5	-9	-23
CCCCn1c(N)c(N(Cc2ccccc2OC)C(=O)c2ccc([N+](=O)[O-])s2)c(=O)[nH]c1=O	4	2	1.0	.	0.1	.	-13	-5
Cc1ccccc1NC(=O)C1CCCN(S(=O)(=O)c2ccc3c(c2)C(C)(C)C(=O)N3C)C1 (stereo unspecified)	6	-5	-0.1	7	0.1	3	-11	0
CC(C(=O)NCCS(=O)(=O)c1ccc(Cl)cc1)S(=O)(=O)c1ccc(Cl)cc1 (stereo unspecified)	-3	1	0.0	.	0.0	.	-13	-10
O=C(C[n+]1ccsc1)c1ccccc1	8	3	-1.1	-7	0.0	.	-6	-5
Cc1noc(C)c1NC(=O)Nc1ccc2c(c1)CC(=O)N([C@@H](C)CO)C[C@H](C)[C@H](CN(C)Cc1ccc(C(F)(F)F)cc1)O2	5	-18	0.2	19	0.1	-9	14	15
NC(=O)c1c(/N=C/c2cccnc2)sc2c1CCCC2	-12	3	0.0	-9	0.1	.	-10	-3

Two of these compounds in another layout.
Each structure is followed by: EWS-Fli block | FN deposit inh | E-selectin induc | RAD54 inh | Xi reactivation | esBAF inh | RAD52 anneal inh | S100A4 inh HTS
- CN(C)C(=O)c1cccc(-c2ccc3c(c2)[C@@H]2[C@@H](CCN2C(=O)c2ccc4c(c2)OCO4)[C@@H](CO)N3)c1
    3 | 12 | -0.3 | 7 | 0.0 | 7 | . | .
- CCC1CCc2sc(C(=O)N3CCN(c4ccccn4)CC3)cc2C1 (stereo unspecified)
    . | 4 | -0.2 | 4 | -0.1 | 3 | -15 | -9

(continued)
smiles	EWS-Fli block	FN deposit inh	E-selectin induc	RAD54 inh	Xi reactivation	esBAF inh	RAD52 anneal inh	S100A4 inh HTS
CC(C)(O)C#Cc1ccc([C@@H]2[C@H]3CN(C(=O)c4ccncc4)CCCCN3[C@H]2CO)cc1	-19	.	-0.2	12	0.0	3	-13	48
Cc1c(-c2ccccc2)[n+](=O)c(-c2ccc(Cl)cc2)c(C)n1[O-]	10	0	.	-7	0.0	-4	-5	0
O=C(CCN1CCCCC1)NCC[C@@H]1CC[C@H](NS(=O)(=O)c2cccc(F)c2)[C@H](CO)O1	-9	12	-0.2	11	-0.2	2	5	14
O=C(Nc1ccc(Cl)c(Cl)c1)N[C@@H]1CC[C@H](CCNC(=O)c2ccc(F)cc2)O[C@@H]1CO	-1	12	0.0	1	0.0	-2	-51	4
CN(C)C(=O)c1cccc(-c2ccc([C@H]3[C@@H](CO)N4CCCCN(C(=O)C5CCCC5)C[C@H]34)cc2)c1	-10	.	.	-6	.	.	25	3
OC[C@H]1[C@@H](c2ccc(C#Cc3ccccc3)cc2)[C@@H]2CN(CC3CCOCC3)CCCCN12	-8	.	-0.3	4	0.1	.	8	0
O=C(C[C@@H]1C=C[C@@H](NC(=O)c2cccnc2)[C@H](CO)O1)NCc1ccc(Cl)c(Cl)c1	3	-2	-0.4	2	0.2	2	-7	-31
CC(C)Cc1cc(C(=O)NCCN2CCOCC2)no1	-5	0	-0.2	10	0.2	6	-12	-9
CC(=O)N(C)c1ccc(NC(=O)Nc2ccc(C)cc2)cc1	-10	8	.	.	0.1	.	-2	0
CC(C)(C)C1CCc2c(C(=O)N/N=C/c3cccs3)csc2C1 (stereo unspecified)	-53	.	.	-5	.	35	-12	11

Fetched by compound from the list above, 2 records:
smiles	EWS-Fli block	FN deposit inh	E-selectin induc	RAD54 inh	Xi reactivation	esBAF inh	RAD52 anneal inh	S100A4 inh HTS
O=C(Nc1ccc(Cl)c(Cl)c1)N[C@@H]1CC[C@H](CCNC(=O)c2ccc(F)cc2)O[C@@H]1CO	-1	12	0.0	1	0.0	-2	-51	4
CC(C)(C)C1CCc2c(C(=O)N/N=C/c3cccs3)csc2C1 (stereo unspecified)	-53	.	.	-5	.	35	-12	11

Next compounds:
smiles	EWS-Fli block	FN deposit inh	E-selectin induc	RAD54 inh	Xi reactivation	esBAF inh	RAD52 anneal inh	S100A4 inh HTS
CC(C)NC(=O)N[C@@H]1C=C[C@@H](CC(=O)NCCN2CCCC2)O[C@H]1CO	2	-9	0.0	9	-0.3	-3	-29	8
Cc1ccc(NC(=O)NCc2ccccn2)cc1Cl	-32	-1	-0.1	-4	0.5	15	-7	-2
COc1ccc(NC(=O)C(=O)NNC(=O)COc2ccc(OC)cc2)cc1	.	0	.	-6	0.0	-2	2	15
Cc1cc(SCc2ccc(F)cc2)nc(=O)[nH]1	-13	-12	.	-2	0.0	1	-24	-1
